BAP1 block – blocks human BAP1 ubiquitin-AMC hydrolysis; Q92560; recombinant BAP1, Ub-AMC hydrolysis fluorescence kinetic; stronger effect = lower value; activity remaining (% of control), % at 20 µM; 72,000 tested, 0.48% active;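 active = activity remaining at or below 50% of control, provided the compound also passes the data quality filters; inactive = the rest, including low values that fail the filters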;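 also: 100% = DMSO wells rate and 0% = substrate alone blank rate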
Target sequence (Q92560 whole entry, looked up): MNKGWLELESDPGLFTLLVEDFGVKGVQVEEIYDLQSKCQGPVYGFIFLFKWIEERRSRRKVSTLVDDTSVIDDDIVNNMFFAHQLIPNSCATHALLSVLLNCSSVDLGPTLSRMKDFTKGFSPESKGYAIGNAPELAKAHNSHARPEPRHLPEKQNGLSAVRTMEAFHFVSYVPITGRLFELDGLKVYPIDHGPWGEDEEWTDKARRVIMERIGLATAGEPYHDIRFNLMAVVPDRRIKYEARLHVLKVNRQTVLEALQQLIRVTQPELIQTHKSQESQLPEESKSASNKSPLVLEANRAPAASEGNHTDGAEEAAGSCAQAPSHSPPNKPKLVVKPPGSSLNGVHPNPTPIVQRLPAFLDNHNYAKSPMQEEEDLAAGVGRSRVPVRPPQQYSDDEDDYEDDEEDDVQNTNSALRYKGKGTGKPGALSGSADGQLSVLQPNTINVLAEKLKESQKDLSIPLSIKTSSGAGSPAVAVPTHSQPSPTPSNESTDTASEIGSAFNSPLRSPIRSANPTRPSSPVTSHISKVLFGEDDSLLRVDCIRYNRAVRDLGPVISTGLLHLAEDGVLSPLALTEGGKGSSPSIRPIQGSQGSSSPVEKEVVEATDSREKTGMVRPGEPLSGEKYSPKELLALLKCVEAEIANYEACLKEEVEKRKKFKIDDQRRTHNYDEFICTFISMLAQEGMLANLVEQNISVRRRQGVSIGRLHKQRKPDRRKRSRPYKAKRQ
HePTP inhibitor – inhibitors of human HePTP phosphatase | P35236 | recombinant HePTP phosphatase activity, OD absorbance | inhibition, % at 20 µM | 110,000 tested, 0.64% active | AID 521; in the data active = inhibition above about 50%;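 also: plate controls were vehicle for no effect and reference inhibitor for full effect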
Target sequence (P35236 whole entry, looked up): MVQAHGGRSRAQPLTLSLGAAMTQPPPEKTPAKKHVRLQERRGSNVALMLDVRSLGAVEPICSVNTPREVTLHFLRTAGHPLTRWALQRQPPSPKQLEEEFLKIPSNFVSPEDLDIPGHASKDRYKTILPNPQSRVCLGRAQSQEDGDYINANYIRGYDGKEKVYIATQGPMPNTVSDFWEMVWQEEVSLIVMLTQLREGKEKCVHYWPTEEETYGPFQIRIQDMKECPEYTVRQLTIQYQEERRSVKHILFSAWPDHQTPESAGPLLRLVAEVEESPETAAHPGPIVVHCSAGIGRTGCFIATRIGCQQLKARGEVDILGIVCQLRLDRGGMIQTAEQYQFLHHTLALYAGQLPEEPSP
Starred values were filed as active, the others as inactive; x = no result given; & = joins results of further samples. An excerpt (hit frequency here may not be typical).

| molecule | BAP1 block | HePTP inhibitor |
| --- | --- | --- |
| CC12CCC(O)CC1CCC1C2CCC2(C)C1CCC2(C)O (stereo unspecified) | x | -7.6 |
| COC(=O)CC1=C(C(=O)OC)C2(C(=O)N(C)c3ccccc32)C(C#N)=C(N)O1 (stereo unspecified) | x | -1.3 |
| O=C(NC(Cc1ccccc1)C(=O)N1CCC2(CC1)OCCO2)C1CCCCC1 (stereo unspecified) | 99.5 | 8.5 |
| Cn1c[n+](C)cc1C(O)c1ccccc1 (stereo unspecified) | 96.9 | -3.2 |
| c1ccc2nc(N3CCNCC3)ccc2c1 | 77.4 | x |
| O=c1c2ccccc2nc(-c2ccccc2F)n1-c1ccc(Cl)cc1 | x | 9.1 |
| O=C1NC(=O)C(CCc2ccncc2)(C2CCCCC2)C(=O)N1 | 115.3 | 6.7 |
| CCOC(=O)C1=C(N)Oc2cc(C)oc(=O)c2C12C(=O)N1c3c(cccc32)C(C)CC1(C)C (stereo unspecified) | 94.1 | 3.3 |
| O=C1CC(N2CC=C(c3ccccc3)CC2)C(=O)N1c1ccc(F)cc1 (stereo unspecified) | 79.6 | 6.4 |
| COc1ccccc1-n1c(C=Cc2ccccc2[N+](=O)[O-])nc2ccccc2c1=O | 109.8 | x |
| COc1ccc(OC)c([C@@H](O)[C@H](C)NC(C)(C)C)c1 | 63.9 | 10.3 |
| C[C@@H]1O[C@@H](O[C@H]2C[C@@H](O)[C@]3(CO)[C@H]4[C@H](O)C[C@]5(C)[C@@H](C6=CC(=O)OC6)CC[C@]5(O)[C@@H]4CC[C@]3(O)C2)[C@H](O)[C@H](O)[C@H]1O | 104.2 | x |
| COC(=O)C(C)Oc1cc(C)cc2oc(=O)c3c(c12)CCCC3 (stereo unspecified) | 94.2 | 1.8 |
| COc1ccc(-c2nc3ccccc3c(=O)n2-c2ncccc2C)cc1 | x | -16.9 |
| COc1cccc(CNCCc2ccccc2F)c1OC | x | -5.9 |
| CCOc1ccc(CNCCc2ccc(OC)c(OC)c2)cc1 | x | 3.7 |
| O=c1c2ccccc2nc(-c2cccnc2)n1-c1ccc(Br)cn1 | x | 3.7 |
| COC(=NC1CCCC1)C(O)c1c[nH]c2ccccc12 (stereo unspecified) | 82.4 | -9.3 |
| O=[N+]([O-])c1ccc(CN2CCN(Cc3ccccc3F)CC2)cc1 | x | -10.8 |
| CCN1CCC2(CCNC2)C1 (stereo unspecified) | 100.4 | -6.6 |
| O[C@@H]1CCCC[C@H]1N1CCC(c2ccccc2)CC1 | 101.4 | 10.0 |
| O=C(Nc1ccc(Cl)cc1C(=O)c1ccccc1)c1ccc(Br)cc1 | 151.0 | x |
| O=[N+]([O-])N=C1NCN(c2ccc(Cl)cc2)CN1 | x | 5.6 |
| Nc1ccccc1C(=O)OCCOc1ccccc1 | x | -3.3 |
| O=C1NC(=O)C(=Cc2ccccc2Cl)C(=O)N1 | x | -9.7 |
| O=c1[nH]c(=O)n(Cc2ccccc2)c(O)c1C=C1C=Nc2ccccc21 | x | 9.3 |
| CCCN1CCc2cc(O)cc3c2[C@H]1Cc1ccc(O)c(O)c1-3 | 68.5 | x |
| COc1ccccc1-n1c(/C=C/c2ccc3c(c2)OCO3)nc2ccccc2c1=O | x | -5.2 |
| CN(C)S(=O)(=O)c1ccc(C(=O)Nc2ccc(Cl)cc2C(=O)c2ccccc2)cc1 | x | -2.6 |
| Cc1ccc(N2C(=O)CC(=O)NC2=S)cc1 | x | 3.7 |
| OCCN1C2CCC1CC(O)(c1ccc(F)cc1)C2 (stereo unspecified) | 72.0 | 9.6 |
| CCCCN1C(=O)NC(=O)C2(Cc3cc(C)ccc3N(C)C2)C1=O (stereo unspecified) | 99.2 | 4.3 |
| COc1ccc(CCNCc2ccccn2)cc1OC | 86.0 | -11.0 |
| CC(Cc1ccccc1)NC(=O)/C=C/c1ccco1 (stereo unspecified) | x | 8.0 |
| CC(=NCCCn1ccnc1)c1c(O)n(C)c(=O)n(C)c1=O | 119.1 | 0.0 |
| Fc1ccc(CNCCc2c[nH]c3ccccc23)cc1 | x | 6.8 |
| COc1ccc(Cn2c(O)c(C=NCCCn3ccnc3)c(=O)[nH]c2=O)cc1 | 77.2 | 21.9 |
| CCCCCCOC(=O)C1CN1C(Cc1ccccc1)C(=O)OC (stereo unspecified) | x | -4.4 |
| CC(=NCCCN1CCOCC1)c1c(O)n(-c2ccccc2C)c(=O)[nH]c1=O | 99.7 | 0.3 |
| COC(=O)C1C(=O)NC2(C)CC1c1cccc(OC)c1O2 (stereo unspecified) | 131.7 | x |
| S=C(Nc1cccc2ccccc12)NC1CN2CCC1CC2 (stereo unspecified) | x | 7.1 |
| CCOc1ccc(CNCCc2ccc3c(c2)OCO3)cc1 | x | 8.6 |
| COc1cc(/C=C/[N+](=O)[O-])cc(Br)c1O | x | -3.6 |
| Cc1ccccc1-n1c(/C=C/c2ccc3c(c2)OCO3)nc2ccccc2c1=O | x | -13.8 |
| C(=NCCCN1CCOCC1)c1c[nH]c2ccccc12 | x | 8.4 |
| O=C1NC(=O)C(=Cc2ccc(N3CCOCC3)cc2)C(=O)N1 | x | -10.3 |
| CCOC(=O)CNC(=O)CN1CC1C(=O)OCC (stereo unspecified) | x | 7.7 |
| O=C(c1ccc(Cl)cc1)C12CN3CN(CN(C3)C1)C2 | 101.8 | -4.7 |
| O=C(N1CCN(c2ccccc2)CC1)C(O)(c1ccccc1)c1ccccc1 | x | 4.8 |
| O=C(O)c1nc(Cl)ccc1Cl | 76.4 | x |
| Nc1ccc(Oc2ccc(N)c(N)c2)cc1N | x | -8.9 |
| COc1ccccc1-n1c(Cc2ccccc2)nc2ccccc2c1=O | x | -14.2 |
| CCn1c(=O)cc(SCC(=O)N2CCC3(CC2)OCCO3)c2ccccc21 | 84.1 | 5.0 |
| Cn1c2ccccc2c2c(C(=O)N3CCC4(CC3)OCCO4)cn(C3CCCCC3)c(=O)c21 | x | 11.8 |
| CC(=NCCN1CCOCC1)c1c(O)n(C2CCCCC2)c(=O)[nH]c1=O | 72.9 | -10.2 |
| Cc1ccc(-n2nc(C)c3c2NC(=O)CSC3c2ccc3c(c2)OCO3)cc1 (stereo unspecified) | x | 13.9 |
| CN(C)c1ccc(NC(=O)CN2C(=O)CN=C(c3ccccc3)c3ccccc32)cc1 | 90.0 | 0.8 |
| CCC(=O)N1c2ccc(S(=O)(=O)CCC(=O)N3CCC4(CC3)OCCO4)cc2CC1C (stereo unspecified) | 90.9 | 9.7 |
| O=P(C(c1c[nH]c2ccccc12)N1CCOCC1)(N1CCOCC1)N1CCOCC1 (stereo unspecified) | 104.8 | 3.8 |
| CCNc1cc2oc(=O)cc(C(F)(F)F)c2cc1C | x | 7.8 |

Remaining list, next part
The line under a structure holds: BAP1 block, HePTP inhibitor
COc1ccc(CCNCc2ccco2)cc1
→ x, 7.5
CC(=NCc1ccco1)c1c(O)n(Cc2ccccc2)c(=O)[nH]c1=O
→ 95.0, -6.4
COC(=O)c1c(NC(=O)C23CC4CC(CC(C4)C2)C3)sc2c1CCCC2
→ x, 0.9
CC(C)N1CCN(Cc2ccccc2Br)CC1
→ x, 7.9
C[C@H]1C2Cc3ccc(O)cc3C1(C)CCN2CC1CC1 (stereo partly specified)
→ 89.0, x
CC(N)C(=O)OC(C)(C)Cc1ccc(Cl)cc1 (stereo unspecified)
→ 87.6, x
CCCC12CN3CCN(CC(C3)C1O)C2 (stereo unspecified)
→ 147.3, x
CCC12CN3CCN(CC(C3)/C1=N\O)C2
→ 100.1, 5.6&-5.3
C=CCN1C(=O)C2(C(C(=O)OCC)=C(N)Oc3ccccc32)c2c1c1ccccc1oc2=O (stereo unspecified)
→ 98.5, 5.0
CC(C)Oc1ccc(Br)cc1C=C1C(=O)NC(=O)NC1=O
→ x, -3.7
CC(C)C(=O)c1cn(Cc2ccccc2C#N)c2ccccc12
→ 92.4, 2.8
Cc1ccc(-n2c(/C=C/c3c[nH]c4ccccc34)nc3ccccc3c2=O)cc1
→ x, 10.0
O=c1cccc2n1CC1CC2CN(Cc2ccc3c(c2)OCO3)C1 (stereo unspecified)
→ 105.5, 8.9
C[N+]1(C)[C@@H]2CC(OC(=O)[C@H](CO)c3ccccc3)C[C@H]1[C@@H]1O[C@@H]12 (stereo partly specified)
→ 164.3, 6.5
O=c1[nH]c(=O)n(-c2ccccc2)c(O)c1N=Nc1ccc(Br)cc1
→ x, -3.9
CC(C)c1cccc(C(C)C)c1OCCn1ccnc1
→ 92.3, -6.8&-19.9
Cc1c(N=Cc2c(O)n(Cc3ccco3)c(=O)[nH]c2=O)c(=O)n(-c2ccccc2)n1C
→ 67.8, 7.2
Cc1ccc(OCC(=O)N2CCN(CC3CC4C=CC3C4)CC2)cc1 (stereo unspecified)
→ 103.6, -9.9
Cc1ccc(C2CC(=O)C(C=NCCN3CCN(C(=O)Cc4ccccc4)CC3)=C(O)C2)cc1 (stereo unspecified)
→ 76.5, 4.0
CC(C)C(=O)N1CCN(CCN=Cc2c(O)n(C)c(=O)n(C)c2=O)CC1
→ 86.2, 5.7
CCCCn1c(=O)c(C(=O)Nc2cc([N+](=O)[O-])ccc2O)c(O)c2ccccc21
→ x, -0.2
CC(=O)C1(c2ccccc2)CCNCC1
→ 107.1, 1.7
CC(c1ccccc1)n1cncc1C(=O)N1CCCC1=O (stereo unspecified)
→ 104.1, 13.2
CN1C(=O)C(=Cc2ccc(-c3cccc(C(=O)O)c3)o2)C(=O)N(C)C1=O
→ x, 12.0
c1ccc2c(NC3=NCCS3)cccc2c1
→ x, -3.4
CCCCSP1(=S)NCCCO1 (stereo unspecified)
→ x, 5.6
O=C(COc1ccc2ccccc2c1)N1CCN(Cc2cccc(Cl)c2)CC1
→ x, 2.9
COc1ccc(OC)c(C(O)C(C)N)c1 (stereo unspecified)
→ 121.5&94.4, 11.5
C=CCc1cc(/C=C2\C(=O)NC(=O)N(c3cc(C)cc(C)c3)C2=O)cc(OC)c1O
→ x, 8.1
O=C(CNS(=O)(=O)c1ccc(Br)s1)N1CCC2(CC1)OCCO2
→ 80.2, 9.6
O=c1[nH]c(=O)n(C2CCCCC2)c(O)c1C1NCCc2ccccc21 (stereo unspecified)
→ 93.5, 4.0
CN(C)[C@@H]1C(=O)C(C(N)=O)=C(O)[C@@]2(O)C(=O)C3=C(O)c4c(O)cccc4[C@@](C)(O)[C@H]3[C@H](O)[C@@H]12
→ x, 41.4
Cc1nc2ccccc2c(=O)n1-c1ccccn1
→ 95.5, -0.3
O=P(OCC(F)(F)C(F)F)(N1CCOCC1)N1CCOCC1
→ 96.0, 2.0
CCC(=NCc1ccco1)c1c(O)n(C2CCCCC2)c(=O)[nH]c1=O
→ 56.6, -5.0
Cc1ccc(C2C(S(C)(=O)=O)=C(O)C(=O)N2c2ccccc2)cc1 (stereo unspecified) (tested in a mixture with another compound)
→ 95.9, 1.0
CCC(=NCCCN(C)C)c1c(O)n(-c2ccc(OC)cc2)c(=O)[nH]c1=O
→ 94.9, 2.0
Cc1cc(OCC(=O)OCc2ccccc2)c2c3c(c(=O)oc2c1)CCCC3
→ x, -13.3
Cn1c(O)c(C=NCc2ccco2)c(=O)n(C)c1=O
→ 97.7, 7.5
C=CCn1c(O)c(C=NCCN(C)C)c(=O)[nH]c1=O
→ 120.7, 0.0
CC12CN3CC(C)(CN(C1)C3c1cccnc1)C2=O (stereo unspecified)
→ 97.3, 5.6
O=c1[nH]c(=O)n(Cc2ccc(F)cc2)c(O)c1C=NCCCN1CCOCC1
→ 89.7, -7.2
O=C(Cc1ccccc1)Oc1cccc(N2C(=O)CCC2=O)c1
→ 98.0, 14.4
Cc1cccc(CS(=O)(=O)Cc2ccc(C(=O)N3CCC4(CC3)OCCO4)o2)c1
→ 101.5, -1.4
CC(C)OC(=O)N1CCN(/C(N)=N/[N+](=O)[O-])CC1
→ x, -3.5
CCOC(=O)C1=C(N)Oc2cc(C)oc(=O)c2C12C(=O)N1c3c(cc(OC)cc32)C(C)=CC1(C)C (stereo unspecified)
→ 141.3, 1.7
O=C1NC(=O)N(c2ccccc2F)C(=O)/C1=C/c1ccc(-c2cc(C(=O)O)ccc2Cl)o1
→ x, 14.3
O=C(Nc1ccc(Br)cc1C(=O)c1ccccc1)c1ccc(S(=O)(=O)N2CCOCC2)cc1
→ 93.6, x
CCOCCCN=Cc1c(O)n(Cc2ccccc2)c(=O)[nH]c1=O
→ 85.4, -4.8
CC(C)NP(=O)(NC(C)C)OP(=O)(NC(C)C)NC(C)C
→ 105.5, x
O=C1Nc2ccc(Br)cc2C(c2ccccc2Cl)=NC1O (stereo unspecified)
→ x, -1.0
CCCCC1(C)NCCN2C(=O)CSC21 (stereo unspecified)
→ x, -2.9
NCCc1c[nH]c2ccc(Cl)cc12
→ x, -7.6
O=C(c1cc2nc(-c3ccccc3)cc(-c3ccccc3)n2n1)N1CCC2(CC1)OCCO2
→ 129.8, -9.9
COc1ccc(/C=C2\CC3C4CC=C5CC(O)CCC5(C)C4CCC3(C)C2O)cc1 (stereo unspecified)
→ x, 7.3
Cc1ccc(C2N(c3cc(C)on3)C(=O)C3CCCN32)cc1 (stereo unspecified)
→ 100.8, 5.0
CNC(=O)ON(C(=O)NC)C1N(C)C(=S)SC1(C)C (stereo unspecified)
→ 114.8, 6.3
Cc1cccc(N2C(=O)NC(=O)/C(=C/c3ccc(-c4ccc([N+](=O)[O-])cc4C)o3)C2=O)c1
→ x, 17.5
Cc1nc2c(Cl)cc(Cl)cc2c(=O)n1-c1ccccc1F
→ x, -2.3
Cc1cccc(-n2c(-c3ccc(Cl)cc3Cl)nc3ccccc3c2=O)n1
→ x, 0.6

Continued.
The line under a structure holds: BAP1 block, HePTP inhibitor
CCc1ccc(CN2CCN(Cc3cc(Br)ccc3O)CC2)cc1
→ x, -6.9
COc1ccccc1CCN(Cc1ccco1)Cc1ccco1
→ x, 0.8
O=C1C2CCN(CC2)C1Cc1ccccc1O (stereo unspecified)
→ x, 7.0
O=C1CC(=O)N(c2ccc3c(c2)OCO3)C(=O)N1
→ 82.6, -0.5

Screening data deposited in PubChem BioAssay by several laboratories.
